# Assay outcomes (PubChem)
# Epigenetic derep: Quantitative High-Throughput Screen for Regulators of Epigenetic Control | murine LDR cells, GFP reporter derepression, 30 h | 280,000 tested, 0.2% active | Potency, µM (series often up to 53.9 µM), for inactives: at the top dose GFP activation, actives largely listed as activators; further: potency means the concentration at half of the fitted maximal effect; % of control where 0% means no effect; nearly all actives have a fitted effect of over 60% in size
#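 Reporter derepression read as number of fluorescent GFP-positive objects, 20-120 um in size, counted by laser-scanning cytometer. Mouse LDR line with an epigenetically silenced CMV-GFP locus; compound incubation 30 h, 37 C.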
# NPSR antag: qHTS Assay for Antagonists of the Neuropeptide S Receptor: cAMP Signal Transduction; CHO-NPSR cells, cAMP TR-FRET, antagonist mode; Q6W5P4; AID 1461, 2008; Potency, µM (doses to about 38.3 µM), inactives show at the highest dose activity change, negative = inhibition, actives largely listed as inhibitors; 220,000 tested, 1% active; further: potency means the concentration at half of the fitted maximal effect; on the % scale 0 is the no-effect control and ±100 the full control effect; nearly all actives have a fitted effect of over 50% in size; many of its hits are not listed in these tables
# Target sequence (Q6W5P4 whole entry, looked up): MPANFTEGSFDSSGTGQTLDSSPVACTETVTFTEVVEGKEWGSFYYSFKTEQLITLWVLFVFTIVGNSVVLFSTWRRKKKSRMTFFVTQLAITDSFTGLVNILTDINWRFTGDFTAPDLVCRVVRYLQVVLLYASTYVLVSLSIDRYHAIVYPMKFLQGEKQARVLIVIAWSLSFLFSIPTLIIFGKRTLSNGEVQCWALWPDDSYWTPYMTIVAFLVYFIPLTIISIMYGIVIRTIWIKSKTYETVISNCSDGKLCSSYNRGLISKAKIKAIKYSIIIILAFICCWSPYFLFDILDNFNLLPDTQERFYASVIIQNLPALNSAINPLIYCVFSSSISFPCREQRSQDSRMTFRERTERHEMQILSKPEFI
# IMPase Li inh: qHTS Assay for Identifying the Cell-Membrane Permeable IMPase Inhibitors: Potentiation with Lithium; Potency, µM (doses to about 59.4 µM), inactives show at the top dose activity, negative = IMPase inhibition, usual class: inhibitors; 210,000 tested, 0.35% active; CHO-M1 cells, IP1 TR-FRET (IP-One), carbachol + lithium;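 further: IP1 builds up when IMPase is blocked and the TR-FRET signal falls; potency means the concentration at half of the fitted maximal effect; plate controls were basal vehicle for no effect and high inhibitor control for full effect; nearly all actives have a fitted effect of over 50% in size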
#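 Test compounds were applied to CHO-M1 cells previously cultured for 16–30 h at 2000 per well. A small lithium amount accompanied them; after 30 min at 37C, IP1 was quantified by TR-FRET.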
# CBFb RUNX1 block: qHTS Assay for Compounds Blocking the Interaction Between CBF-beta and RUNX1 for the Treatment of Acute Myeloid Leukemia; AlphaScreen CBFb-His/RUNX1-biotin binding, biochemical; Runt-related transcription factor 1 (Homo sapiens) + Core-binding factor subunit beta …; 230,000 tested, under 10 active; AID 1477, 2009; Potency, µM (series often up to 59.8 µM), inactives show top-dose activity, negative = inhibition, actives largely listed as inhibitors; further: % of control where 0% means no effect
# Target sequence (Q01196 whole entry, looked up): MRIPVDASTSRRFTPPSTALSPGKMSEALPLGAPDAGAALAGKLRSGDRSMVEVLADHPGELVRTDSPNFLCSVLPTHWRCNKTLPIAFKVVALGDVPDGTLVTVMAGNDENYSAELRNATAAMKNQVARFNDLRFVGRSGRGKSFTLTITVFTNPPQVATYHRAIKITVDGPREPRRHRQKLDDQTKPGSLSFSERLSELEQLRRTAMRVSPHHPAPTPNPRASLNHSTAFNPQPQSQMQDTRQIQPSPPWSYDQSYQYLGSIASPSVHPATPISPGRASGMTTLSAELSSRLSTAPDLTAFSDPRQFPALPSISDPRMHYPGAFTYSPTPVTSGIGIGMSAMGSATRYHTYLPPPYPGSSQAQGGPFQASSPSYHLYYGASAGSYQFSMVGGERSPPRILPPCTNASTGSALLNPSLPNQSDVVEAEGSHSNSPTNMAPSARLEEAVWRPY
# Target sequence (Q13951 whole entry, looked up): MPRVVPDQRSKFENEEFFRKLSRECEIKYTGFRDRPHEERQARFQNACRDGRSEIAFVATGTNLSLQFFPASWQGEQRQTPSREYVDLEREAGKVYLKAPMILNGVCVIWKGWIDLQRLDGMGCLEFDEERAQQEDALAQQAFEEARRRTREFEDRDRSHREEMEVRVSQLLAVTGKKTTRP
#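 CBFb-His/RUNX1-biotin, 30 nM each, preincubated 20 min RT; compound 15 min RT; Ni + streptavidin beads 50 ng each, 90 min RT; AlphaScreen read.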
# Lamin A splicing: qHTS Assay for Modulators of Lamin A Splicing; HeLa LMNA splicing GFP/RFP minigene ratio, 48 h; Potency, µM (series often up to 46.1 µM), for the others: top-dose ratio change, negative = inhibition, actives largely listed as inhibitors; 200,000 tested, 0.01% active; AID 1487, 2009; active means well fitted inhibition curve with a large enough effect in the signal ratio, with a control signal flat, not every such curve was filed as active; inconclusive means small, poorly fitted or top-dose-only effect, or effect the other way, or a change in a side signal; the % refers to the signal ratio; further: potency means the concentration at half of the fitted maximal effect; on the % scale 0 is the no-effect control and ±100 the full control effect
#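 S3 HeLa stable clones carrying a lamin A-EGFP splicing minigene plus DsRed2 were seeded at 600 cells/well in Opti-MEM with 2% FBS, pin-dosed and incubated 48 h at 37°C. Acumen cytometry (488 nm) gave the GFP/RFP total-intensity ratio.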
# HTT aggregate: qHTS Multiplex Assay to Identify Dual Action Probes in a Cell Model of Huntington: Aggregate Formation (GFP) | PC12 HttQ103-GFP aggregates, Acumen cytometry, 40 h | Potency, µM (highest dose often 46.1 µM), for inactives: at the top dose activity change, negative = inhibition, usual class: inhibitors | 220,000 tested, 1.1% active | AID 1688, 2009; further: potency means the concentration at half of the fitted maximal effect; on the % scale 0 is the no-effect control and ±100 the full control effect; nearly all actives have a fitted effect of over 60% in size
#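 Multiplexed with ATP-based cell death, this channel scores GFP aggregates in PC12 cells expressing inducible HTTex1-Q103-GFP. Induction used 100 nM tebufenozide; compounds were tested in concentration series.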
# Luc counter: Counterscreen for Luciferase (Kinase-Glo TM) Inhibition; Luciferin 4-monooxygenase (Photuris pensylvanica), Q27757; Kinase-Glo luciferase, ATP luminescence, 8 min; Potency, µM (doses to about 38.3 µM), inactives show top-dose activity change, negative = inhibition, hits mostly inhibitors; 200,000 tested, 0.28% active; AID 1379, 2008; further: potency means the concentration at half of the fitted maximal effect; on the % scale 0 is the no-effect control and ±100 the full control effect; nearly all actives have a fitted effect of over 60% in size
#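 Light output from Kinase-Glo luciferase with luciferin and 10 uM ATP in 50 mM imidazole pH 7.2, KCl, MgCl2, Tween 20, BSA; compound pin-delivered, 8-min ambient incubation, then luminescence read.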
# * = called active by the depositor; ? = inconclusive; · = not tested or not shown; [ ] = dose if it differs, or a comment. Unless noted, the call rests on the fitted dose curve; in most records, active means well fitted curve in the direction sought with a large enough effect; inconclusive means small, poorly fitted or top-dose-only effect, or another doubt; inactive means no such curve, though single readings can be large; an effect the other way counts as inactive or inconclusive.
[1] Cc1cccc(C(=O)OCC(=O)Nc2nccs2)c1
[2] Cc1ccc(S(=O)(=O)/N=C(\CCl)N2CCOCC2)cc1
[3] COc1ccccc1CNC(=O)c1ccccc1OC
[4] O=C(Nc1cccc(C(F)(F)F)c1)c1ccccc1NC(=O)C1CCCCC1
[5] CCC(CC)NC(=O)/C=C/c1ccccc1Cl
[6] CCOC(=O)C(=O)Nc1sc(C(=O)N(CC)CC)c(C)c1C#N
[7] O=C(NCCCN1CCN(c2cccc(Cl)c2)CC1)C1(S(=O)(=O)c2ccc(Cl)cc2)CC1
[8] Cc1c(Cl)c(C(=O)Nc2nc3ccccc3n2CCN2CCCCC2)nn1C
[9] CCNc1nc(NCC)nc(N(C)N)n1
[10] CCN(Cc1ccccc1)C(=O)CSc1ccccc1C(=O)O
screen / no.,1,2,3,4,5,6,7,8,9,10
Epigenetic derep,0.0%,3.8%,-2.7%,9.1%,0.0%,3.1%,5.2%,0.4%,2.5%,-0.3%
NPSR antag,-6%[46.1 µM],-18%,-5%[46.1 µM],-8%,-8%,15%,-7%[46.1 µM],0%[46.1 µM],-1%[46.1 µM],9%
IMPase Li inh,4%[38.3 µM],-1%,28%[38.3 µM],-2%,3%,-2%,31%[activator][38.3 µM],-3%[38.3 µM],-1%[38.3 µM],2%
CBFb RUNX1 block,0%,2%,4%,1%,1%,3%,1%,0%,·,-2%
Lamin A splicing,14%,?,11%,-10%,?,?,?,-7%,3%,·
HTT aggregate,-7%,29%,-11%,17%,24%,0%[9.22 µM],?,-3%,2%,-15%
Luc counter,0%,-2%,-4%,1%,-11%,-2%,-2%,14%,0%,3%

# Exported as labelled records: 4 of the compounds above.
6: CCOC(=O)C(=O)Nc1sc(C(=O)N(CC)CC)c(C)c1C#N
  Epigenetic derep = 3.1%
  NPSR antag = 15%
  IMPase Li inh = -2%
  CBFb RUNX1 block = 3%
  Lamin A splicing = ?
  HTT aggregate = 0%[9.22 µM]
  Luc counter = -2%

7: O=C(NCCCN1CCN(c2cccc(Cl)c2)CC1)C1(S(=O)(=O)c2ccc(Cl)cc2)CC1
  Epigenetic derep = 5.2%
  NPSR antag = -7%[46.1 µM]
  IMPase Li inh = 31%[activator][38.3 µM]
  CBFb RUNX1 block = 1%
  Lamin A splicing = ?
  HTT aggregate = ?
  Luc counter = -2%

8: Cc1c(Cl)c(C(=O)Nc2nc3ccccc3n2CCN2CCCCC2)nn1C
  Epigenetic derep = 0.4%
  NPSR antag = 0%[46.1 µM]
  IMPase Li inh = -3%[38.3 µM]
  CBFb RUNX1 block = 0%
  Lamin A splicing = -7%
  HTT aggregate = -3%
  Luc counter = 14%

9: CCNc1nc(NCC)nc(N(C)N)n1
  Epigenetic derep = 2.5%
  NPSR antag = -1%[46.1 µM]
  IMPase Li inh = -1%[38.3 µM]
  CBFb RUNX1 block = ·
  Lamin A splicing = 3%
  HTT aggregate = 2%
  Luc counter = 0%

# Next structures follow:
[11] COc1ccccc1NC(=O)CSc1nc(O)cc(=O)[nH]1
[12] COc1cccc(NC(=O)COC(=O)CCCc2c[nH]c3ccccc23)c1
[13] O=C(Cc1ccccc1[N+](=O)[O-])NCc1ccc(Cl)cc1Cl
[14] CCOC(=O)N/N=C(C)/C=C/c1ccccc1
[15] Cc1ccc(Cn2nnc3c(=O)n(CC(=O)NCc4ccc5c(c4)OCO5)cnc32)cc1
[16] Cc1ccc(NC2=C(NC(=O)c3ccccc3)C(=O)c3ccccc3C2=O)cc1Cl
[17] O=S(=O)(c1cc(Cl)ccc1Cl)n1nnc2ccccc21
[18] CCN(CC)S(=O)(=O)c1cccc(NC(=O)COC(=O)c2ccc(Br)o2)c1
[19] CC1CCc2c(sc(NC(=O)CCCn3cnc([N+](=O)[O-])n3)c2C(N)=O)C1 (configuration not stated)
[20] CCOC(=O)CC(=O)CSc1nnc(Cn2c(=O)sc3ccccc32)n1C
screen / no.,11,12,13,14,15,16,17,18,19,20
Epigenetic derep,0.0%,-1.2%,-0.9%,-0.1%,-1.0%,-1.0%,0.2%,2.1%,-2.5%,-1.0%
NPSR antag,-4%[46.1 µM],-6%[46.1 µM],-7%[46.1 µM],8%,0%,-2%,-10%[46.1 µM],-11%[46.1 µM],8%,-14%[46.1 µM]
IMPase Li inh,-1%,-3%[38.3 µM],·,7%,8%,14%,-12%[38.3 µM],29%[38.3 µM],2%,·
CBFb RUNX1 block,9%,-14%,-4%,1%,-9%,·,8%,0%,-11%,3%
Lamin A splicing,-10%,17%,-13%,-7%,?,?,2%,-5%,12%[46 µM],-1%
HTT aggregate,-8%,9%,3%,10%,-12%,?,-4%,16%[9.22 µM],1%,?
Luc counter,-5%,1%,·,1%,3%,0%,2%,8%,3%,·

[21] O=c1[nH]ncc(N/N=C\c2cccnc2)c1Cl
[22] Cc1ccc(OCCCn2ccnc2)cc1C
[23] COC(=O)c1cc(=O)n(Cc2cccs2)c(=NCc2cccs2)s1
[24] COc1cc2[nH]c3c(=O)n(CCN4CCCCC4)cnc3c2cc1OC
[25] CN(C)c1cc(-c2ccccc2)nc(N)n1
[26] NC(=O)c1c(NC(=O)CSc2nc(N)cc(=O)[nH]2)sc2c1CCCC2
[27] CCOc1ccc(/C=C2\C(=O)c3ccccc3OC2c2ccccc2)cc1 (configuration not stated)
[28] Nc1nc(C(F)(F)F)cc(=O)n1N
[29] CC(C)(C)C1(O)CC(C(F)(F)F)=NN1C(=O)Cc1ccc([N+](=O)[O-])cc1 (configuration not stated)
[30] C=CCn1c(SCC(=O)Nc2ccc3c(c2)CCC3)nnc1-c1cccs1
screen / no.,21,22,23,24,25,26,27,28,29,30
Epigenetic derep,-3.0%,-2.0%,3.6%,-0.4%,2.7%,-2.0%,-1.1%,-1.9%,0.0%,0.0%
NPSR antag,15%,-1%[46.1 µM],-10%[46.1 µM],-9%[46.1 µM],-1%[46.1 µM],-24%,?,13%,-27%,-7%[46.1 µM]
IMPase Li inh,·,4%[38.3 µM],-6%[38.3 µM],3%[38.3 µM],-2%[38.3 µM],·,19%[38.3 µM],2%,9%,13%[38.3 µM]
CBFb RUNX1 block,3%,-4%,4%,-1%,-5%,-6%,-2%,11%,-1%,-4%
Lamin A splicing,·,-2%,15%,6%,-9%,·,?,-19%[46 µM],·,-21%
HTT aggregate,28%[9.22 µM],?,3%,-10%[9.22 µM],1%,18%[9.22 µM],-8%,13%,4%,-5%
Luc counter,·,-3%,-3%,2%,-4%,·,-1%,4%,11%,-1%

[31] CC(C)C[C@@H](CC(=O)N[C@@H](CCCN)CC(=O)N[C@@H]1CCCC[C@H]1C(=O)N[C@H](CC(=O)N[C@@H](CCC(=O)O)CC(=O)O)CC(C)C)NC(=O)[C@@H]1CNCC[C@H]1N
[32] O=C(NCN1CCN(c2ccccc2F)CC1)c1cccnc1
[33] O=C1C2C3C=CC(C3)C2C(=O)N1CCN1CCN(S(=O)(=O)c2ccc3ccccc3c2)CC1 (configuration not stated)
[34] O=C1OC(c2ccco2)=N/C1=C\c1ccc(-c2cccc(C(F)(F)F)c2)o1
[35] COc1ccc(CNC(=O)COC(=O)CC2CCCC2)cc1
[36] NS(=O)(=O)c1ccc(NC(=O)/C=C/c2ccc3c(c2)OCO3)cc1
[37] COc1ccc2nc3ccccc3nc2c1NC(=O)c1ccc(Cl)cc1
[38] Cc1cc(C)nc(/N=C(\N)Nc2ccc(S(=O)(=O)O)cc2)n1
[39] COC(=O)c1ccnc(SCC(=O)c2ccccc2)c1
[40] Cn1cc([N+](=O)[O-])c(C(=O)NCc2ccccc2)n1
screen / no.,31,32,33,34,35,36,37,38,39,40
Epigenetic derep,0.0%,-1.9%,0.0%,1.6%,2.8%,1.5%,?,0.0%,-1.9%,-1.4%
NPSR antag,·,6%[46.1 µM],-19%[46.1 µM],-3%,28%,7%,-4%[46.1 µM],8%,1%,-2%[7.67 µM]
IMPase Li inh,24%,5%[38.3 µM],32%[activator][38.3 µM],4%,-8%,9%,7%,-4%,2%,·
CBFb RUNX1 block,0%,0%,5%,3%,-5%,5%,1%,4%,6%,0%
Lamin A splicing,·,-6%,?,-11%,7%,·,-2%,16%[9.22 µM],4%,·
HTT aggregate,·,4%,-25%,-2%,3%,6%,-9%,?,5%,-2%[9.22 µM]
Luc counter,-1%,0%,-1%,-2%,1%,0%,3%,-4%,-5%,·

[41] CCCC(OC(=O)CN1C(=O)COc2ccccc21)C(=O)NC1CCCC1 (configuration not stated)
[42] CC1=CC(=O)N(c2cccc(C(F)(F)F)c2)C1c1ccc(Cl)cc1 (configuration not stated)
[43] Clc1ccc(-c2nnc(-c3ccccc3)nc2-c2c[nH]c3ccccc23)cc1
[44] COCCNC(=O)CC(=O)N/N=C/c1cccc(C(=O)OC)c1
[45] CCOc1ccc(N2C(=O)c3ccccc3C2=O)cc1
[46] S=c1[nH]nc(C2CC2c2ccc(Cl)cc2)n1-c1ccc(Cl)cc1 (configuration not stated)
[47] Nc1nn(-c2ccccc2)nc1C(=O)OCc1ccccc1F
[48] COc1cccc(-c2csc(N3CCN(CC(=O)NNC(=O)c4ccc(Cl)cc4)CC3)n2)c1
[49] Cc1ccc(/C=N/NC(=O)CCCOc2ccc(Cl)cc2Cl)cc1[N+](=O)[O-]
screen / no.,41,42,43,44,45,46,47,48,49
Epigenetic derep,-0.8%,4.1%,7.9%,-0.1%,-1.0%,0.1%,-0.2%,0.0%,2.2%
NPSR antag,-21%[46.1 µM],?,-4%,-10%,0%[46.1 µM],-30%,-5%,-29%[46.1 µM],-27%[46.1 µM]
IMPase Li inh,16%,6%[38.3 µM],2%,1%,25%[38.3 µM],-3%,5%,-7%[38.3 µM],18%[38.3 µM]
CBFb RUNX1 block,4%,0%,-3%,0%,6%,-6%,24%,-1%,2%
Lamin A splicing,-14%,2%,·,·,-3%,-3%,-4%[9.22 µM],2%[0.0737 µM],-9%
HTT aggregate,6%,?,4%,-4%[9.22 µM],5%,21%,-14%,3%,5%
Luc counter,0%,-1%,1%,2%,-4%,-1%,-1%,2%,-3%

# The list is partial; rates above refer to the full screens.
